# Bioassay records (PubChem)
# WRN helicase inh: inhibitors of human WRN helicase. Q14191. WRN helicase unwinding, fluorescent forked duplex, kinetic. Potency, µM (series often up to 114 µM), inactives show top-dose activity change, negative = inhibition, hits mostly inhibitors. 0.46% of 360,000 active. AID 651768; note: potency is the fitted concentration of half-maximal effect; % is set by controls: 0 for no effect and ±100 for the full control effect; nearly all actives have a fitted effect of over 55% in size
#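 Kinetic fluorescence helicase assay: unwinding of a quenched forked DNA duplex (100 nM final) with 2 mM ATP final raises red fluorescence (525/598 nm). Compounds sat 15 min at room temperature with 20 nM WRN beforehand.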
# GLP1R ag: activates the human GLP-1 receptor; Potency, µM (top dose mostly 45.6 µM), inactives show at the top dose activation, hits mostly activators; P43220; 0.007% of 380,000 active; HEK293 GLP-1R CRE-luciferase, luminescence, 4-6 h; cells express a hypersensitive GLP-1R form; note: potency is the fitted concentration of half-maximal effect; % of control where 0% means no effect
# Target sequence (P43220 whole entry, looked up): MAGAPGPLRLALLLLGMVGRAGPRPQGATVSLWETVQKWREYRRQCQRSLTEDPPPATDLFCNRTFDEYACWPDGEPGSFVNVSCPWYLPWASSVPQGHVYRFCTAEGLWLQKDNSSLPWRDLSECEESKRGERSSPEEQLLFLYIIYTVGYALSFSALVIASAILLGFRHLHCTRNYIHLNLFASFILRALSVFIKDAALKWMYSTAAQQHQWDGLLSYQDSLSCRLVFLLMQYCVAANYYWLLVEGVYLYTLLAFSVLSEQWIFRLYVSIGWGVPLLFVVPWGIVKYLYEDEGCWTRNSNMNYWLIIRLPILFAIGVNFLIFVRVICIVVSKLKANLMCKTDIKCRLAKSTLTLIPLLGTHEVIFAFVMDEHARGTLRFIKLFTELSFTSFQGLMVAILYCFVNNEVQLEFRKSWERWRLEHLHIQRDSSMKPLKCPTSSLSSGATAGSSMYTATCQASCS
# DRD3 agonist: agonists of human D3 dopamine receptor; P35462; D3R DiscoveRx beta-arrestin cells, luminescence, 90 min; max activation, %; 0.58% of 410,000 active; AID 652048; in the data active = max activation above about 30%; note: 0% is about no effect; mostly tested at two doses, the higher about 12 µM
# Target sequence (P35462 whole entry, looked up): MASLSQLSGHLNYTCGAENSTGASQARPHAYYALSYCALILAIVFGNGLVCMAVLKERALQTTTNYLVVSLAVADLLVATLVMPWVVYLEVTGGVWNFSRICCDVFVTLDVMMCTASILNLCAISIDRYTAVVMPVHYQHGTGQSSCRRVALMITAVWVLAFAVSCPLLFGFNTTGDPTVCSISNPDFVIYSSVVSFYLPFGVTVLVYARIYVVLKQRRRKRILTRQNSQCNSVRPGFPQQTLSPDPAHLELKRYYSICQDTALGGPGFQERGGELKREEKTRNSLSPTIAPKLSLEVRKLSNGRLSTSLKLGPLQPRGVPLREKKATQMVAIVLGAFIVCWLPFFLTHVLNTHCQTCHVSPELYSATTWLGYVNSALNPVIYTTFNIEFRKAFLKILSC
#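 Agonist-mode cell screen: cells plated at 1500/well and incubated overnight at 37 °C, then exposed to library compounds for 90 min at 37 °C. Detection reagent was added for 30–60 min at room temperature, and luminescence was read.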
# PI5P4K alpha inh: PI5P4K alpha (human) kinase inhibition | PI5P4Kalpha enzyme, ADP-Glo luminescence, 60 min; stronger effect = lower value | max response, % | 1.2% of 330,000 active; active = max response of -50% or lower; inconclusive = between -30% and -50%; inactive = -30% or higher; note: value at the top dose of about 77 µM; % is set by controls: 0 for no effect and ±100 for the full control effect
#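 Enzyme plus substrate dispensed, test compounds pinned in, then ATP (5 microM final) added. After 60 min at RT, ADP-Glo reagent 1 for 45 min and reagent 2 for 30 min preceded luminescence imaging.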
# PLK1 PBD block: inhibitors of human PLK1 polo-box domain binding. P53350. Plk1 PBD binding of FITC phosphopeptide, fluorescence polarization. Potency, µM, inactives show max response, negative = inhibition, hits mostly inhibitors. 2.8% of 360,000 active; note: potency is the fitted concentration of half-maximal effect; series mostly up to about 57 µM; % is set by controls: 0 for no effect and ±100 for the full control effect; nearly all actives have a fitted effect of over 65% in size
# GLP-1R inv ag: acts as inverse agonist at human GLP-1 receptor | P43220 | HEK293 GLP-1R CRE-luciferase, luminescence, 24 h; GLP-1R form is constitutively active | Potency, µM (highest dose often 38.3 µM), without a hit: at the highest dose activity change, negative = inhibition, most hits filed as inhibitors | 1.6% of 410,000 active; note: potency is the fitted concentration of half-maximal effect; % is set by controls: 0 for no effect and ±100 for the full control effect; nearly all actives have a fitted effect of over 55% in size
#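 Constitutively active GLP-1R drives a cAMP-responsive luciferase in stably transfected HEK293 cells; test compounds are added after overnight (12 h) attachment and left 24 hr, and signal loss in luminescence marks inhibition.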
# IL2 activator: activators of IL-2 | IL-2 activation reporter assay, cell-based qHTS; stimulated with anti-CD3/CD4/CD28 beads; in transgenic mouse T cells | activation, % (series mostly up to about 46 µM) | 0.065% of 360,000 active | AID 652025; in the data active = activation above about 50%; inconclusive = mostly about 30% to 49%; note: 0% is about no effect
#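 Unstimulated transgenic mouse T cells, 750 per well, received compound and, after 60 minutes, anti-CD3/anti-CD4 bead plus anti-CD28 stimulation. EGFP and DsRed were quantified after 18 hours.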
# DRD3 antagonist: antagonists of human D3 dopamine receptor; P35462; D3R cells, DiscoveRx beta-arrestin luminescence, antagonist mode; stronger effect = lower value; max response, negative = inhibition, %; 2.5% of 360,000 active; AID 652054; in the data active = max response below about -50%; inconclusive = no clear call, values can overlap the other calls; note: % is set by controls: 0 for no effect and ±100 for the full control effect; mostly tested at two doses, the higher about 12 µM
#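 Cells expressing the human receptor were seeded at 1500 cells/well, incubated overnight at 37 degrees C in 5% CO2, then exposed to library compounds with dopamine controls for 90 minutes at 37 degrees C before luminescent detection.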
# GLP1R cytotox: cytotoxic in the GLP-1 receptor inverse agonist counter-screen. HEK293 cAMP-luciferase reporter cells, luminescence, 24 h. Potency, µM (highest dose often 38.3 µM), for the others: top-dose activity change, negative = inhibition, usual class: inhibitors. 0.13% of 410,000 active. AID 624418;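 note: loss of luciferase light is scored as toxicity; potency is the fitted concentration of half-maximal effect; % is set by controls: 0 for no effect and ±100 for the full control effect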
#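 Seeding density was 200 cells/uL; after overnight-length (12 h) culture, 23 nL compounds went on for 24 h at 37 °C. Readout used a luciferase detection reagent, luminescence taken after 12 min at room temperature.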
# The depositor's hits bear a star; ? = inconclusive; . = not tested or not shown; [ ] = another dose, or the depositor's remark. Unless noted, calls come from the whole dose curve; as a rule, active = well fitted curve in the direction sought with a large enough effect; inconclusive = small, poorly fitted or top-dose-only effect, or another doubt; inactive = no such curve, though single readings can be large; an effect the other way counts as inactive or inconclusive. No enrichment for hits; 7.8% or so of the library scored in one or more.
# Every second line gives: WRN helicase inh | GLP1R ag | DRD3 agonist | PI5P4K alpha inh | PLK1 PBD block | GLP-1R inv ag | IL2 activator | DRD3 antagonist | GLP1R cytotox
COc1ccc(CNC(=O)c2cccc3c(-c4cccnc4)coc23)cc1OC
    -1% | 18% | 11 | 2 | -17% | -9% | -0.8 | 8 | -10%
NC(=O)Cc1nc(-c2ccc(F)cc2)cs1
    0% | 6% | -6 | 4 | -30% | 14% | -1.0 | -1 | 3%
Cc1ccc(/C=N/NC(=O)c2cc(-c3ccc(C)o3)[nH]n2)cc1
    -12% | 10% | 10 | 3 | -22% | ? | 2.3 | -8 | ?
CCOC(=O)c1cccc(NC(=O)C2CCN(S(=O)(=O)c3ccc4c(c3)oc(=O)n4C)CC2)c1
    . | 4% | 2 | . | . | 0% | . | . | 2%
Cn1c(N)c(N=O)c(=O)n(C)c1=S
    -8% | 2% | -10 | -6 | 1% | -20% | -0.3 | -24 | -11%
CCC(C)(C)NC(=O)C(c1ccc(OC)cc1)N(C(=O)CCC(=O)Nc1cc(C)on1)c1cc(OC)ccc1OC (centres undefined)
    -2% | 10% | 13 | 8 | -2% | 3% | 1.3 | 9 | -4%
COc1cc(NC(=O)Cn2cnc(C(=O)Nc3ccc(C)c(C)c3)n2)cc(OC)c1OC
    1%[11.6 µM] | 3% | 24 | ? | -11% | -2% | 0.7 | 28 | -8%
Cc1cc(NC(=O)c2ccc(NC(=O)C(C)Oc3ccccc3)cc2)no1 (centres undefined)
    -18%[57.1 µM] | -1% | 0 | . | 1% | 0% | 0.1 | 13 | 6%
CSCC(C)N1CCC(CO)(CCCc2ccccc2)CC1 (centres undefined)
    -1% | 0% | -5 | 6 | -2% | ? | -0.7 | -13 | -14%
COc1ccc(NC(=O)C2CCN(S(C)(=O)=O)CC2)c(OC)c1
    -3% | -1% | 5 | -1 | -5% | 10% | 1.6 | 3 | 1%
CCOc1ccccc1NC(=O)c1cc2ccccc2o1
    7% | -5% | -1 | -6 | -5% | 1% | -3.0 | -1 | 0%
CCOC(=O)c1cn(-c2ccc(F)c(F)c2F)c2c(F)c(F)c(F)cc2c1=O
    -7% | 4% | 1 | 1 | 2% | 2% | 2.1 | -4 | 3%
CCOc1ccc(S(=O)(=O)N(CC)CC(=O)N2CCCC2)cc1
    12% | -1% | -7 | 4 | -1% | 12% | -0.7 | -21 | 4%
CCOC(=O)c1c(C)[nH]c(C(=O)OCC(=O)NC(C)(C)C)c1C
    1% | 31% | -4 | 3 | -17% | -23% | -0.1 | 6 | 1%
Cc1cc2[nH]c(=O)c(=O)[nH]c2cc1S(=O)(=O)Nc1cccc(Cl)c1C
    -12% | 5% | -2 | 0 | -12% | 9% | -2.5 | -2 | 0%
Cc1ccc2nc(CN(C)C(=O)[C@H]3O[C@@H](n4ccc(=O)[nH]c4=O)[C@H](O)[C@@H]3O)[nH]c2c1
    5% | 6% | 3 | 0 | 1% | 2% | -0.1 | 17 | 0%
O=C(Nc1ccc(F)cc1F)c1csc(-c2ccncc2)n1
    -16% | 19% | 6 | 1 | -5% | 64%[activator] | -0.4 | 6 | -4%
O=C(NCCc1ccccc1)c1cc(-c2ccccc2)c(N2CCOCC2)s1
    -4% | 0% | -14 | -4 | ? | ? | -1.1 | -8 | 4%
OCCNc1ncnc2c1ncn2[C@H]1CN(C2CCCC2)C[C@@H](CO)O1
    15%[57.1 µM] | -1% | -8 | 3 | -2% | 8% | 0.4 | 0 | 6%
O=C(c1cc2nc(-c3ccco3)cc(C(F)(F)F)n2n1)N1CCN(Cc2ccccc2)CC1
    -15% | -1% | -22 | . | -12% | 10% | -2.0 | 4 | 20%
S=C(Nc1cccc(Cl)c1)Nc1ccccc1Oc1ccccc1
    -6% | -3% | -2 | 11 | -7% | ? | -0.4 | -10 | ?
Cc1ccc(S(=O)(=O)NCC(=O)N(CCc2ccccc2)CC(=O)NCc2ccco2)cc1
    -11% | 3% | 4 | 5 | -7% | 0% | -2.5 | 79 | 0%
O=C(c1ccc(Cl)s1)N1CCN(c2ccccc2)CC1
    -3% | 5% | -12 | 9 | -14% | -16% | 2.7 | 31 | 8%
O=C1C=CC(=O)N1c1ccc(Nc2ccccc2)cc1
    ? | 11% | -3 | ? | 24µM* | 88%[activator] | -1.0 | -26 | -24%
CCCC(C)NC(=O)Cc1ccccc1[N+](=O)[O-] (centres undefined)
    -2% | 1% | -8 | 2 | -9% | 0% | -0.2 | 2 | 19%
CN(C)CCCNC(=O)CCC1CCCCC1
    12% | 0% | -12 | -2 | -4% | -23% | 1.0 | ? | -13%
CC(C)CN(C(=O)COC(=O)c1ccc2c(c1)OCCO2)c1c(N)n(Cc2ccccc2)c(=O)[nH]c1=O
    -10% | -12% | 6 | -5 | -1% | 1% | -1.7 | 7 | 3%
COc1ccc(N2C3=C(CC4=C2CC(C)(C)CC4=O)C(=O)CC(C)(C)C3)cc1
    -11%[57.1 µM] | -5% | -18 | . | 8.4µM* | 0% | -3.6 | -12 | -17%
Cc1cc(C)nc(NC(=O)c2cccs2)n1
    -1% | 10% | 4 | -3 | 0% | 28% | 1.9 | 0 | 0%
CCC(C(=O)NC1CC(C)(C)NC(C)(C)C1)c1ccccc1 (centres undefined)
    4% | -5% | 2 | 1 | -16% | -16% | 0.2 | 0 | 4%

# Next part; the last 4 above are carried over.
# Field names: A = WRN helicase inh; B = GLP1R ag; C = DRD3 agonist; D = PI5P4K alpha inh; E = PLK1 PBD block; F = GLP-1R inv ag; G = IL2 activator; H = DRD3 antagonist; I = GLP1R cytotox
> CC(C)CN(C(=O)COC(=O)c1ccc2c(c1)OCCO2)c1c(N)n(Cc2ccccc2)c(=O)[nH]c1=O
  A: -10% | B: -12% | C: 6 | D: -5 | E: -1% | F: 1% | G: -1.7 | H: 7 | I: 3%

> COc1ccc(N2C3=C(CC4=C2CC(C)(C)CC4=O)C(=O)CC(C)(C)C3)cc1
  A: -11%[57.1 µM] | B: -5% | C: -18 | D: . | E: 8.4µM* | F: 0% | G: -3.6 | H: -12 | I: -17%

> Cc1cc(C)nc(NC(=O)c2cccs2)n1
  A: -1% | B: 10% | C: 4 | D: -3 | E: 0% | F: 28% | G: 1.9 | H: 0 | I: 0%

> CCC(C(=O)NC1CC(C)(C)NC(C)(C)C1)c1ccccc1 (centres undefined)
  A: 4% | B: -5% | C: 2 | D: 1 | E: -16% | F: -16% | G: 0.2 | H: 0 | I: 4%

> NC(=O)C1=C[C@@H](c2ccc(Br)cc2)C[C@@H](OCc2ccc(CO)cc2)O1
  A: -10% | B: -1% | C: -7 | D: ? | E: 1% | F: -22% | G: 0.5 | H: -6 | I: -3%

> Cc1ncc(C(=O)Nc2ccccc2)[nH]1
  A: 3% | B: 5% | C: 7 | D: -7 | E: 2% | F: -16% | G: 0.3 | H: -10 | I: -9%

> COCCn1c(=N)c(S(=O)(=O)c2ccc(F)cc2)cc2c(=O)n3cccc(C)c3nc21
  A: -6% | B: 8% | C: -3 | D: -18 | E: -9% | F: 10% | G: -0.3 | H: -9 | I: 1%

> CCN=C1S/C(=C\c2cc(Br)c(O)c(OC)c2)C(=O)N1CC
  A: -7% | B: 25% | C: 9 | D: -73* | E: 14% | F: 87%[activator] | G: 0.9 | H: 1 | I: 2%

> CN(C)C(=O)c1ccccc1NC(=O)Cc1cccc2ccccc12
  A: 4% | B: 0% | C: -6 | D: 3 | E: 0% | F: -15% | G: 0.2 | H: -18 | I: 8%

> CCCCCn1c(=O)c(C(=O)c2ccccc2)nc2ccccc21
  A: -5% | B: 0% | C: -1 | D: 4 | E: 1% | F: ? | G: 2.7 | H: 20 | I: 1%

> CN(CCC1CCCCO1)Cc1cn(C)nc1-c1ccc2c(c1)OCCO2 (centres undefined)
  A: 2% | B: 15% | C: -3 | D: 1 | E: -10% | F: -4% | G: -2.4 | H: -21 | I: -1%

> Cc1n[nH]c(C)c1N1C(=O)c2cccc3cc(Br)cc(c23)C1=O
  A: 3% | B: 26% | C: -6 | D: -3 | E: -17% | F: 56%[activator] | G: 0.3 | H: 3 | I: 15%

> COc1ccc(C2C3=C(CC(C)(C)CC3=O)OC(N)=C2[N+](=O)[O-])cc1 (centres undefined)
  A: -7% | B: -3% | C: -1 | D: -9 | E: -15% | F: 1% | G: -2.1 | H: -5 | I: 6%

> CC1(C(=O)NS(=O)(=O)C2CC2)CCN(C(=O)C2(c3ccc(Cl)cc3)CCCC2)C1 (centres undefined)
  A: -1% | B: -2% | C: 2 | D: 0 | E: -1% | F: 18% | G: 0.9 | H: 36 | I: 4%

> O=C(O)c1cc(-c2ccccc2)n(-c2ccc(Cl)cc2)n1
  A: -5%[57.1 µM] | B: -2% | C: -3 | D: -6 | E: -19% | F: -12% | G: 0.1 | H: 5 | I: -4%

> CCc1ccc(C(=O)NNC(=O)OC)cc1
  A: 3% | B: -11% | C: 0 | D: -22 | E: 9.5µM* | F: -8%[0.307 µM] | G: -0.3 | H: 16 | I: 2%[0.307 µM]

> Cc1[nH]c2ccccc2c1/C=N/NC(=O)c1cc(C(C)(C)C)[nH]n1
  A: -9% | B: 12% | C: -43 | D: -15 | E: -12% | F: ? | G: -0.9 | H: -59* | I: -43%

# Three entries already listed, ordered by molar mass, highest first:
# Field names: A = WRN helicase inh; B = GLP1R ag; C = DRD3 agonist; D = PI5P4K alpha inh; E = PLK1 PBD block; F = GLP-1R inv ag; G = IL2 activator; H = DRD3 antagonist; I = GLP1R cytotox
> Cc1n[nH]c(C)c1N1C(=O)c2cccc3cc(Br)cc(c23)C1=O
  A: 3% | B: 26% | C: -6 | D: -3 | E: -17% | F: 56%[activator] | G: 0.3 | H: 3 | I: 15%

> O=C(O)c1cc(-c2ccccc2)n(-c2ccc(Cl)cc2)n1
  A: -5%[57.1 µM] | B: -2% | C: -3 | D: -6 | E: -19% | F: -12% | G: 0.1 | H: 5 | I: -4%

> CCc1ccc(C(=O)NNC(=O)OC)cc1
  A: 3% | B: -11% | C: 0 | D: -22 | E: 9.5µM* | F: -8%[0.307 µM] | G: -0.3 | H: 16 | I: 2%[0.307 µM]
